Bioassay records: PubChem, National Center for Advancing Translational Sciences (NCATS)
TRb SRC2 PPI – qHTS for Inhibitors of the Interaction of Thyroid Hormone Receptor and Steroid Receptor Coregulator 2; Thyroid hormone receptor beta (Homo sapiens), P10828; TRbeta-SRC2 peptide binding, fluorescence polarization; receptor liganded with 1 µM T3; Potency, µM (doses to about 106 µM), for the others: at the highest dose activity change, negative = inhibition, most hits filed as inhibitors; 280,000 compounds, 0.065% hits;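 further: plate controls were bound peptide for no effect and peptide without receptor for full effect; nearly all actives have a fitted effect of over 50% in size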
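Fluorescence polarization of 20 nM Texas Red SRC2 peptide (20-aa NR interaction domain) bound to 0.6 uM human TRb ligand-binding domain, with 1 uM T3, after 5 hr at ambient temperature; inhibition seen as decreased polarization.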
TR SRC2 fluor cs – Total Fluorescence Counterscreen for Inhibitors of the Interaction of Thyroid Hormone Receptor and Steroid Receptor Coregulator 2. Potency, µM (series often up to 106 µM), for the others: at the highest dose fluorescence change, negative = quenching. 280,000 compounds, 0.29% hits. TRb/SRC2 Texas Red total fluorescence interference; active means well fitted curve in either direction with a large enough effect; inconclusive means small, poorly fitted or top-dose-only effect
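Flags fluorescent or light-absorbing compounds by total fluorescence, S + 2P, at 555 nm excitation and 632 nm emission. Mixture: 20 nM Texas Red SRC2 peptide, 0.6 uM human TRb LBD, 1 uM T3, 5% DMSO; compound exposure 5 h at ambient temperature.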
ALDH1A1 block – qHTS Assay for Inhibitors of Aldehyde Dehydrogenase 1 (ALDH1A1); Purified ALDH1A1, NADH fluorescence, propionaldehyde substrate; AID 1030, 2008; Potency, µM (series often up to 75.3 µM), for inactives: at the top dose activity, negative = inhibition, most hits filed as inhibitors; 220,000 compounds, 7.3% hits; active means well fitted inhibition curve with a large enough effect, not every such curve was filed as active; inconclusive means small, poorly fitted or top-dose-only effect, or another doubt; inactive means no such curve, though single readings can be large or run the other way;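 further: plate controls were no enzyme wells and a reference inhibitor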
Target sequence (P00352 whole entry, looked up): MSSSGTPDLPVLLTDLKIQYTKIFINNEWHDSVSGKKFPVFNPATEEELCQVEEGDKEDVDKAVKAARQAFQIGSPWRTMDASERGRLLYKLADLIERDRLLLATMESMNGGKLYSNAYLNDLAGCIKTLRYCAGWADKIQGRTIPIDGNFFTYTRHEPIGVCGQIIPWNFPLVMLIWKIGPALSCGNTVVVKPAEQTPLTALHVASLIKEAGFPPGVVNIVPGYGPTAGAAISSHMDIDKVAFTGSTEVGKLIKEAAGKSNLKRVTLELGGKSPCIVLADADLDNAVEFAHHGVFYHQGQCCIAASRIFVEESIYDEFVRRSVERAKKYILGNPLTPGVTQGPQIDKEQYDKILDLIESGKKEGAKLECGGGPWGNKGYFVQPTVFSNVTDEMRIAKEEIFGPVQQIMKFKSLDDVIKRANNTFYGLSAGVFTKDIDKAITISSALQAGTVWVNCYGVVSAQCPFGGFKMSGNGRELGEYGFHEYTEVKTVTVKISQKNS
Tau fluor cs – Counterscreen qHTS for Inhibitors of Tau Fibril Formation, Fluorescence Polarization | tau K18 P301L Alexa594 fluorescence, heparin fibrillization | Potency, µM (titrated, usually from 57.7 µM), for inactives: at the top dose activity change, negative = decrease | 280,000 compounds, 0.93% hits | AID 1463, 2008; further: nearly all actives have a fitted effect of over 55% in size
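Human K18 P301L tau (15 uM unlabeled plus 0.24 uM Alexa 594-labeled, final) in 100 mM sodium acetate pH 7 was mixed with compound and 20 uM heparin and incubated 6 hr at 37 C.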
Tau FP inhib – qHTS for Inhibitors of Tau Fibril Formation, Fluorescence Polarization | 280,000 compounds, 0.39% hits | Microtubule-associated protein tau (Homo sapiens), P10636 | K18 P301L tau heparin fibrillization, Alexa594 FP, 6 h | Potency, µM (series often up to 57.7 µM), without a hit: top-dose activity, negative = inhibition, hits mostly inhibitors; further: nearly all actives have a fitted effect of over 55% in size
Target sequence (P10636 561-689 P618L limits assumed): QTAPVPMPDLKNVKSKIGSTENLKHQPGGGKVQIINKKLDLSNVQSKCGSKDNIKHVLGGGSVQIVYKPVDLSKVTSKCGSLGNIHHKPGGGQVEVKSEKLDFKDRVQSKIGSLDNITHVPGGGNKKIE
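Quantitative HTS format: compounds meet 15 uM recombinant K18 P301L tau and Alexa 594-tau tracer in 100 mM sodium acetate pH 7; 20 uM heparin triggers fibrillization at 37 C over 6 hr; FP gives the signal.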
GLA spleen mod – qHTS Assay for Inhibitors and Activators of Human alpha-Galactosidase From Spleen Homogenate. Alpha-galactosidase A (Homo sapiens), P06280. human spleen homogenate, 4MU-alpha-Gal fluorescence, 40 min. Potency, µM (series often up to 80 µM), without a hit: at the top dose activity change, negative = inhibition, actives largely listed as inhibitors. 240,000 compounds, 0.008% hits;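 further: 0% = enzyme with vehicle and -100% = no enzyme basal signal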
Target sequence (P06280 32-429 limits assumed): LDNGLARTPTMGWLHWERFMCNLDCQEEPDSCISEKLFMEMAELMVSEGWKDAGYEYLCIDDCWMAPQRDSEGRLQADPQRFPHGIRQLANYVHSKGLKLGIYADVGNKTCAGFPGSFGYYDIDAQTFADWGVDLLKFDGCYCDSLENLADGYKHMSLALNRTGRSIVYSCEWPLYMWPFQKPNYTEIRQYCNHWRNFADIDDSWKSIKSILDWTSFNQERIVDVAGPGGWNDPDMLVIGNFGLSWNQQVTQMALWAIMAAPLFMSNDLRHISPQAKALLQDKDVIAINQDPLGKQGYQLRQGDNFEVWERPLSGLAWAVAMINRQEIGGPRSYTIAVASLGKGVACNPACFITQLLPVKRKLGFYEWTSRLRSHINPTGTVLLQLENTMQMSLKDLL
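Inhibition or activation of alpha-galactosidase in human spleen homogenate is scored by 4-MU fluorescence after 40 min at 37C, pH 5.0, with 1 mM substrate. AC50s come from concentration-response fitted to the Hill equation.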
L3MBTL1 inh – qHTS Assay for the Inhibitors of L3MBTL1. Potency, µM (doses to about 57.1 µM), without a hit: at the top dose activity, negative = inhibition, hits mostly inhibitors. Lethal(3)malignant brain tumor-like protein 1 (Homo sapiens), Q9Y468. AlphaScreen L3MBTL1–H3K9me1 peptide binding. 230,000 compounds, 0.66% hits; further: nearly all actives have a fitted effect of over 60% in size
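L3MBTL1 (50 nM) pre-complexed 30 min with biotinylated H3(1-15)K9me1 peptide (75 nM), then compounds added for 30 min at room temperature; AlphaScreen streptavidin donor/nickel chelate acceptor beads (10 ug/mL final) read after 30 min dark incubation.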
Tau ThT inhib – qHTS for Inhibitors of Tau Fibril Formation, Thioflavin T Binding. recombinant tau K18 P301L (four-repeat tau fragment), heparin-induced fibrillization, ThT fluorescence. Microtubule-associated protein tau (Homo sapiens), P10636. Potency, µM (doses to about 57.4 µM), for the others: at the highest dose activity, negative = inhibition, hits mostly inhibitors. 270,000 compounds, 2.1% hits; further: nearly all actives have a fitted effect of over 55% in size
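Heparin-induced fibrillization of the P301L-mutant K18 repeat-domain fragment of human tau was followed by ThT binding in quantitative high-throughput format.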
* = called active by the depositor; ? = inconclusive; . = not tested or not shown; & = joins results of further samples; ! = repeats disagree; [ ] = another dose, or the depositor's remark. Unless noted, the call rests on the fitted dose curve; in most records, active means well fitted curve in the direction sought with a large enough effect; inconclusive means small, poorly fitted or top-dose-only effect, or another doubt; inactive means no such curve, though single readings can be large; an effect the other way counts as inactive or inconclusive. Unless noted, on the % scale 0 is the no-effect control and ±100 the full control effect; potency means the concentration at half of the fitted maximal effect.

Molecule | TRb SRC2 PPI | TR SRC2 fluor cs | ALDH1A1 block | Tau fluor cs | Tau FP inhib | GLA spleen mod | L3MBTL1 inh | Tau ThT inhib
Brc1c(NC2=NCCN2)ccc2nccnc12 | 9%&-25%&-4%&0%&-7% | 1%&-10%&1%&-2%&-1% | 16µM*! | -12%&6%&-5%&-16%&-9% | ? | -6%&2%&2%&4%&0% | -2% | ?
CN1[C@@H]2CC[C@H]1CC(O)C2 (stereo partly specified) | -5%[53 µM] | 0%[53 µM] | -2%[20.9 µM] | . | . | -13%[29.1 µM] | . | .
COCC#CCN1CCCCC1c1cccnc1 (stereo unspecified) | 11% | 0% | 3% | -15% | -15% | -3% | . | -13%
CCC(C)NC(=O)c1c(N)n(CCCOC)c2nc3ccccc3nc12 (stereo unspecified) | . | -2% | ? | ? | 1% | ? | -18% | ?
CC(=O)Nc1ccc(NC(=O)CN(c2ccc(C34CC5CC(CC(C5)C3)C4)cc2)S(C)(=O)=O)cc1 | -4% | -1% | -2% | ? | ? | 4% | -7% | 13%
Cc1cccc(N2C(=O)CSC23C(=O)N(CC(=O)Nc2cccc(Cl)c2)c2ccccc23)c1 (stereo unspecified) | 3% | 2% | . | ? | 25µM* | . | . | 11%
CCC(=NCCCO)c1c(O)n(-c2ccc(OC)cc2)c(=O)[nH]c1=O | -10% | -2% | -14% | 4% | 0% | -6% | -2% | -3%
Cc1ccc(CN2CCCC(C(=O)c3ccc4c(c3)OCO4)C2)cc1C (stereo unspecified) | 1% | -1% | . | -21% | -9% | 10% | -16% | -11%
COc1cc2ccc(=O)oc2c2ccoc12 | -11%&-4% | 0%&-2% | ? | -4%&-11% | -1%&0% | 26%&6% | 9% | -4%&-12%
O=C(Oc1ccc(Br)cc1C(=S)N1CCCC1)c1ccccc1Cl | -13% | 0% | ? | ? | -7% | 13% | -6% | -15%
C=CCn1c(O)c(/C(C)=N/N2CCCCC2)c(=O)[nH]c1=O | -13% | 0% | . | -30% | -4% | 8% | . | .
Cc1ccc(-c2n[nH]c(=S)n2-c2ccccc2)cc1 | -12% | -3% | ? | -4% | -1% | -11% | -2% | -1%
CC(C)c1cc2c(c(O)c1O)[C@]1(C(=O)O)CCCC(C)(C)C1CC2 (stereo partly specified) | 3% | -2% | 16µM* | ? | ? | -18% | . | 28µM*
CCOc1ccc(N2C(=O)NC(=O)/C(=C/c3cnc(SC)nc3)C2=O)cc1 | 4% | -2% | ? | -27% | ? | -6% | . | ?
c1cncc(CNc2cc(-c3ccc4c(c3)OCO4)ncn2)c1 | 4% | 2% | ? | -21% | -1% | 9% | . | -16%
CC1=C(C(=O)O)N2C(=O)[C@@H](NC(=O)CCCC(=O)O)[C@H]2SC1 | -5% | 0% | -4% | 3% | 1% | 0% | 14% | -3%
N=Cc1c(O)n(-c2ccc(C34CC5CC(CC(C5)C3)C4)cc2)c(=O)[nH]c1=O | -3% | -2% | ? | 2% | 0% | -10% | -4% | 1%
CCCCOC(=O)C1=C(N)OC2=C(C(=O)CCC2)[C@]12C(=O)Nc1ccccc12 | -4% | 2% | -12% | -6% | 2% | -1% | . | -14%
ClCCCl | -1%[201 µM] | -3%[201 µM] | ? | . | . | 1% | . | .
CC(=O)OC[C@]12CCC(C)=C[C@H]1O[C@@H]1[C@H](O)[C@@H](OC(C)=O)[C@@]2(C)[C@]12CO2 | 3% | -5% | . | 0% | -1% | 4% | . | 1%
CCCCCCCCCc1ccc(OCCOCCOCCOCCOCCOCCOCCOCCOCCO)cc1 | -1% | -1% | ? | 10% | 4% | -9% | . | -1%
Cc1nc2ncnn2c(C)c1CCC(=O)N1CCC2(CC1)OCCO2 | -10% | -5% | -1% | -14% | -11% | -2% | -2% | -21%
O=C1CCCC2=C1C(c1cccnc1)Nc1ccccc1N2 (stereo unspecified) | 8% | 0% | 11% | -8% | 9% | 4% | -6% | -15%
CC(Cc1ccccc1)NC(=O)CN1CCCC1=O (stereo unspecified) | -3% | 0% | 7% | -3% | 1% | -3% | 0% | 1%
COc1ccc(S(=O)(=O)Nc2cc([N+](=O)[O-])ccc2OC)cc1 | 4% | -4% | ? | 2% | 4% | 11% | -7% | 3%

Reprinted at random: 2 entries already listed.
Molecule | TRb SRC2 PPI | TR SRC2 fluor cs | ALDH1A1 block | Tau fluor cs | Tau FP inhib | GLA spleen mod | L3MBTL1 inh | Tau ThT inhib
Brc1c(NC2=NCCN2)ccc2nccnc12 | 9%&-25%&-4%&0%&-7% | 1%&-10%&1%&-2%&-1% | 16µM*! | -12%&6%&-5%&-16%&-9% | ? | -6%&2%&2%&4%&0% | -2% | ?
CCC(C)NC(=O)c1c(N)n(CCCOC)c2nc3ccccc3nc12 (stereo unspecified) | . | -2% | ? | ? | 1% | ? | -18% | ?

Further results follow.
Molecule | TRb SRC2 PPI | TR SRC2 fluor cs | ALDH1A1 block | Tau fluor cs | Tau FP inhib | GLA spleen mod | L3MBTL1 inh | Tau ThT inhib
Cc1cc(OC(=O)N2CCCCC2)c(C(C)C)cc1[N+](C)(C)C | 3% | -1% | -5% | -5% | -3% | ? | . | 2%
NCCc1c[nH]c2ccc(O)cc12 | -3% | 2% | 11% | ? | ? | -2% | -1% | -18%&-7%&0%&-2%
O=C(c1ccc(Cl)cc1)C1CCCN(C2CCSCC2)C1 (stereo unspecified) | -1% | -2% | 5% | -5% | -1% | -10% | -10% | 0%
O=C(O)c1cc(O)c(O)c(O)c1 | 6%&4% | -2%&-3% | 2µM* | 4µM*[quencher] | 2µM* | -1%&-4% | . | 1.3µM*
COc1ccccc1N1CCN(C2CCN(C(=O)c3cccs3)CC2)CC1 | -8% | 0% | ? | 0% | 7% | -6% | -14% | -4%
CCC(=Nc1ccc2c(c1)CCC2)c1c(O)n(-c2ccc(OC)cc2)c(=O)[nH]c1=O | 2% | -3% | . | 8% | 7% | 7% | -4% | 2%
CCC1C(c2ccccc2)NC(c2ccccc2)CC1(O)c1ccc(F)cc1 (stereo unspecified) | 5% | -2% | . | -14% | 7% | 10% | 0% | -2%
CC(C)c1ccc(N2C(=O)NC(=O)/C(=C/c3cnc(-c4ccccc4)nc3)C2=O)cc1 | 6% | 3% | 19µM* | -23% | ? | -4% | -14% | 16µM*
Cc1cc(C)cc(Oc2nc3ccccn3c(=O)c2/C=C(\C#N)c2nc3ccccc3s2)c1 | 4% | -7% | . | -19% | -12% | . | . | ?
Cc1ccc(-c2nc3ccccc3c(=O)n2-c2ccc(O)cc2)cc1 | 1% | 2% | ? | -6% | -2% | 8% | -5% | 2%
O=c1c2ccccc2nc(-c2ccco2)n1-c1ccncc1 | -18% | 2% | 28µM* | 3% | -1% | -2% | -3% | -3%
O=C1C2CCCN2C(c2ccncc2)N1c1ccc(Cl)c(Cl)c1 (stereo unspecified) | 8% | -2% | 20µM* | -23% | -10% | -1% | -2% | ?
CCN(CC)P(=O)(NC(=O)C(Cl)(Cl)Cl)N(CC)CC.[Cl-].[Cl-].[Cl-].[Nd+3] | -3% | -4% | 7% | -17% | -16% | -4% | . | -13%
CC(C)[C@]1(NC(=O)[C@@H]2C=C3c4cccc5[nH]cc(c45)C[C@H]3N(C)C2)O[C@@]2(O)C3CCCN3C(=O)[C@H](Cc3ccccc3)N2C1=O (stereo partly specified) | -1% | 13% | ? | -29% | -12% | 11% | . | ?
C#CCNc1ccncc1S(=O)(=O)NC(=O)NC(C)C | -15% | -2% | ? | -4% | 0% | 2% | 3% | -6%
COc1ccc(NC(=O)CSc2oc(-c3cccs3)nc2S(=O)(=O)c2ccccc2)c(OC)c1 | -7% | 0% | . | ? | -6% | . | . | 2%

Structures above that have an NH in an aromatic ring (seven):
Molecule | TRb SRC2 PPI | TR SRC2 fluor cs | ALDH1A1 block | Tau fluor cs | Tau FP inhib | GLA spleen mod | L3MBTL1 inh | Tau ThT inhib
CCC(=NCCCO)c1c(O)n(-c2ccc(OC)cc2)c(=O)[nH]c1=O | -10% | -2% | -14% | 4% | 0% | -6% | -2% | -3%
C=CCn1c(O)c(/C(C)=N/N2CCCCC2)c(=O)[nH]c1=O | -13% | 0% | . | -30% | -4% | 8% | . | .
Cc1ccc(-c2n[nH]c(=S)n2-c2ccccc2)cc1 | -12% | -3% | ? | -4% | -1% | -11% | -2% | -1%
N=Cc1c(O)n(-c2ccc(C34CC5CC(CC(C5)C3)C4)cc2)c(=O)[nH]c1=O | -3% | -2% | ? | 2% | 0% | -10% | -4% | 1%
NCCc1c[nH]c2ccc(O)cc12 | -3% | 2% | 11% | ? | ? | -2% | -1% | -18%&-7%&0%&-2%
CCC(=Nc1ccc2c(c1)CCC2)c1c(O)n(-c2ccc(OC)cc2)c(=O)[nH]c1=O | 2% | -3% | . | 8% | 7% | 7% | -4% | 2%
CC(C)[C@]1(NC(=O)[C@@H]2C=C3c4cccc5[nH]cc(c45)C[C@H]3N(C)C2)O[C@@]2(O)C3CCCN3C(=O)[C@H](Cc3ccccc3)N2C1=O (stereo partly specified) | -1% | 13% | ? | -29% | -12% | 11% | . | ?

Only part of the results is shown; count on the stated rates, not on these rows.
